From PubChem BioAssay
MT1-MMP txn act: MT1-MMP promoter transcription activation. HT1080 MT1-MMP promoter luciferase reporter, luminescence, overnight; active compounds read high. activation factor at 10 µM. 0.16% of 86,000 active. AID 750;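 active = activation factor of at least 2 for MT1-MMP transcription at 10 µM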
sEH inhibitor: blocks human soluble epoxide hydrolase activity. P34913. recombinant human sEH enzymatic activity assay. inhibition, % at 2 µM. 0.34% of 91,000 active; in the data active = inhibition above about 80%; also: values of inactives mirror those of a sister screen read the other way; many of its hits are not listed in these tables
Smad3 inh: Smad3 (human) transcription factor binding inhibition; TR-FRET Smad3/Dy647-FoxH1 peptide binding, europium anti-His; inhibition, % at 25 µM; 0.29% of 88,000 active;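 active = compounds that reduce the energy-transfer binding signal between the protein and its labelled peptide by more than half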;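 also: 0% = Smad3 plus labelled peptide maximal FRET and 100% = peptide-only background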
Target sequence (P84022 whole entry, looked up): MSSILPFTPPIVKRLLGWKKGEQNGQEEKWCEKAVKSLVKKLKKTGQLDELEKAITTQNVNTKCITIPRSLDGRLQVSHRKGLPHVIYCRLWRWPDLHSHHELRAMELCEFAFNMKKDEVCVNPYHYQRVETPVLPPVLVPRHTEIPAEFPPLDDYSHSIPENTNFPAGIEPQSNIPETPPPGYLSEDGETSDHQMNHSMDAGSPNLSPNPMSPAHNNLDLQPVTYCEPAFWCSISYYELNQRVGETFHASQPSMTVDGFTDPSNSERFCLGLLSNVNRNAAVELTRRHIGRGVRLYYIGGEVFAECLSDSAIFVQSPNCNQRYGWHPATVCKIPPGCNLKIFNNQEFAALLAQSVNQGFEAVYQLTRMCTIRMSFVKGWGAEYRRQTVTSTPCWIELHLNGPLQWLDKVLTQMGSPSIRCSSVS
ERa SRC1 pot: ER-alpha (human) coactivator binding potentiation; 1.3% of 86,000 active; TR-FRET ERalpha-LBD/SRC-Cy5 coactivator binding, 2 h; 100 = basal binding, no effect; P03372; coactivator binding (% of control), % at 25.6 µM; in the data active = activity above about 200%;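 also: binding measured in presence of low estradiol as agonist stimulus; 0% = peptide alone without receptor and 100% = receptor with peptide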
Candida biofilm: kills Candida albicans biofilms; C. albicans biofilm + clotrimazole, Alamar Blue; inhibition, % at 6 µM; 0.14% of 85,000 active; AID 834;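 active = inhibition above 20%; inactive = inhibition below 20%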;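 also: preformed 24 hr biofilms exposed to compound for 48 hr; 0% = biofilm without compound and 100% = blank killed by clotrimazole plus chlorhexidine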
sEH activator: increases human soluble epoxide hydrolase activity; P34913; purified human sEH enzymatic activity, activator screen; activation, % at 2 µM; 0.04% of 91,000 active; AID 717; in the data active = activation above about 37%; also: values of inactives mirror those of a sister screen read the other way
CD11b adhes enh: enhancers of human CD11b/CD18 binding to fibrinogen; P05107+P11215; K562 CD11b/CD18 adhesion to fibrinogen, ATPlite luminescence; activation, % at 10 µM; 0.07% of 93,000 active; AID 1499;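 active = 10 µM primary screen giving 50% or more activity, confirmed by 40% or more on retest at that dose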; also: strong numbers were not always called active; reference of the scale not given here
ERb SRC1 inh: blocks coactivator binding to human estrogen receptor beta; 1.3% of 86,000 active; Q92731; inhibition, % at 25.6 µM; TR-FRET ER-beta LBD / SRC1-Cy5 peptide binding; receptor agonist-loaded with 1 µM estradiol; AID 633;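 active = compounds whose percent inhibition of the receptor-coactivator binding signal exceeds about 50% in the single-dose screen, limit read from the data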;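 also: 0% = receptor plus peptide wells without compound and 100% = peptide-only wells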
Target sequence (Q92731 whole entry, looked up, the tested form may be a part): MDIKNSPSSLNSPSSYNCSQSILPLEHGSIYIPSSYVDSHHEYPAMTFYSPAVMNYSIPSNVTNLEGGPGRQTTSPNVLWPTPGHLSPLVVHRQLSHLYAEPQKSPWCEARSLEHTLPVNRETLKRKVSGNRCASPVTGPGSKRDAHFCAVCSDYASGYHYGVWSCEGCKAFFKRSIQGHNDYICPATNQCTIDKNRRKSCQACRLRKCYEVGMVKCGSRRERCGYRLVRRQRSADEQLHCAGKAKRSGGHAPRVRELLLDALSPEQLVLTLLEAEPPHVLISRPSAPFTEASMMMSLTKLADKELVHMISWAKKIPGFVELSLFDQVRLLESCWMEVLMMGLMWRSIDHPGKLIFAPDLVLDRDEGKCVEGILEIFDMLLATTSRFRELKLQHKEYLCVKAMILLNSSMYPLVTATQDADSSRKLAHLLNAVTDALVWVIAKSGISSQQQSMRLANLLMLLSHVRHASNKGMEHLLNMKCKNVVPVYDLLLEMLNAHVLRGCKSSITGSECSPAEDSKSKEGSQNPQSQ
Mac1 fbg inh: CD11b/CD18-fibrinogen binding inhibition; P05107+P11215; K562 CD11b/CD18 adhesion to fibrinogen, ATPlite luminescence; Mn2+ added to activate the integrin; inhibition, % at 10 µM; 0.54% of 93,000 active; AID 1497;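 active = primary inhibition of 50% or more at 10 µM, then 40% or more on retest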; also: some results filed as inactive read as strong as hits
* marks the source's active call; other numbers are inactive results; x = no result given; + = active, no number; [ ] = another dose, or the depositor's remark. Some of the compounds tested; rates above refer to the full screens.

SMILES | MT1-MMP txn act | sEH inhibitor | Smad3 inh | ERa SRC1 pot | Candida biofilm | sEH activator | CD11b adhes enh | ERb SRC1 inh | Mac1 fbg inh
Cc1ccc(NC(=O)c2ccccc2)cc1 | 1.7 | 1 | -1 | 97 | 6 | -2 | x | -10 | x
CC1(C)Cc2c(cnn2-c2ccccc2)C(=O)/C1=N\NC(=O)c1ccccc1O | 1.2 | 4 | -6 | 86 | 0 | -4 | -4 | -5 | -10
CCOC(=O)N1CCN(S(=O)(=O)c2cccc3cccnc23)CC1 | 1.2 | -3 | 4 | 99 | 3 | 5 | -5 | -2 | -4
FC(F)(F)c1nnc2ccc(NCn3nnc4ccccc43)nn12 | 1 | 11 | 9 | 111[fluorescence artefact?] | 2 | -8 | -5 | 1[fluorescence artefact?] | -1
Cc1ccc(/C=C2\SC(=S)N(Cc3ccccc3)C2=O)o1 | x | 7 | x | x | x | -3 | -1 | x | 9
Cc1ccc(C(=O)C2CCNCC2)cc1 | 1.1 | -9 | x | x | x | 10 | -3 | x | 15
O=c1[nH]c(SCc2cc(=O)n3ccccc3n2)nc2c1CCC2 | 1.3 | -9 | -5 | 129[fluorescence artefact?] | 8 | 9 | x | -7 | x
CNC(=O)Cn1nc(-c2ccc(C)c(S(=O)(=O)N(C)C)c2)c2ccccc2c1=O | 1 | -11 | 11 | 109 | 7 | 12 | x | -1[fluorescence artefact?] | x
CCOC(=O)CSc1nc2ccccc2c(=O)n1NC(=O)c1ccccc1 | 1.2 | -5 | 5 | 98 | 2 | 5 | 1 | -28 | -6
CNc1nc(C)c(C#N)cc1C(C)=O | 1.2 | 4 | 6 | 141 | 4 | -4 | -3 | 2 | -35
Cc1cccc(-n2ncc3c(NCCN4CCOCC4)ncnc32)c1 | 1.3 | x | 16[fluorescence artefact?] | 120 | 9 | x | x | -8 | x
Cc1cc(/C=C2/NC(=O)NC2=O)c(C)n1-c1sc2c(c1C#N)CCCC2 | x | -9 | x | x | x | 11 | 0 | x | 4
O=C(O)CCC(=O)NC1CCCCCCC1 | 1.1 | 6 | 1 | 123 | 9 | -3 | 0 | -4 | -12
CCOC(=O)C(C)Sc1nnc(CNC(=O)c2ccc(OC)cc2)n1C1CCCCC1 (stereo unspecified) | 1.2 | 14 | 4 | 107 | 4 | -14 | x | -11 | x
COc1ccc(Cl)cc1-n1c(=S)sc2c(=O)[nH]c(SCC(=O)NCC3CCCO3)nc21 (stereo unspecified) | 1.2 | -17 | -6 | 107 | 4 | 14 | 0 | -13 | 6
CC1(C)Cc2ccccc2-c2nnc(-c3ccc4ccccc4n3)n21 | 1 | -6 | 20[fluorescence artefact?] | 97 | 10 | 10 | x | 2[fluorescence artefact?] | x
O=C(CCOc1ccccc1)N1CCN(S(=O)(=O)c2cccs2)CC1 | 1.1 | 1 | -5 | 108[fluorescence artefact?] | 3 | 0 | 1 | -3 | -11
N#Cc1c(SCC(N)=O)nc2c(c1-c1ccc(OCc3ccccc3)cc1)CCCC2 | 1.3 | -4 | -124[fluorescence artefact?] | +[fluorescence artefact?] | 3 | 7 | x | -7[fluorescence artefact?] | x
O=C1CC(=O)C(n2cncn2)C(c2ccc(Cl)cc2)C1 (stereo unspecified) | x | -6 | x | x | x | 4 | 6 | x | 0
Cc1csc2nc(CCNS(=O)(=O)c3ccc4c(c3)OCCO4)cn12 | x | -7 | 0 | 58 | -2 | 6 | 2 | 24 | -14
COc1ccc(C(=O)NCC(=O)OC2CCCCC2=O)cc1 (stereo unspecified) | 1.2 | x | 8 | 107 | 10 | x | -3 | -3 | -9
O=C(c1ccc2c(c1)N(Cc1ccccc1)CCS2)N1CCCCC1 | x | 12 | -4 | 80[fluorescence artefact?] | 4 | -10 | 1 | -1 | 0
COCCn1c(CN2CCN(c3cccc(Cl)c3)CC2)nc2c1c(=O)n(C)c(=O)n2C | 1 | -4 | -13 | 87[fluorescence artefact?] | 0 | 6 | -3 | 14[fluorescence artefact?] | 32
Cc1nnc(NC(=O)c2c(-c3ccccc3)noc2C)s1 | 1.1 | 7 | 0 | 106 | 0 | -7 | x | -1 | x
COc1ccc(C(=O)n2nc(C)c(Br)c2C)cc1 | 1.1 | -4 | -3 | 109 | 1 | 4 | 3 | -2 | -15
Later entries.
SMILES | MT1-MMP txn act | sEH inhibitor | Smad3 inh | ERa SRC1 pot | Candida biofilm | sEH activator | CD11b adhes enh | ERb SRC1 inh | Mac1 fbg inh
O=C(CSCCO)Nc1ccc(C2CCCCC2)cc1 | 1.7 | x | 2 | 111 | 2 | x | -2 | -8 | -1
COCCCNC(=O)Cn1cc(C(C)=O)c2ccccc21 | 1.1 | 9 | 14 | 120 | 11 | -6 | -2 | 2[fluorescence artefact?] | 3
CCN=C1SC(CC(=O)Nc2ccccc2OCC)C(=O)N1CC (stereo unspecified) | 1.2 | 9 | -8 | 107 | 4 | -8 | 2 | -12 | 1
CCc1ccc2nc(NC3=NCN(CCCN4CCOCC4)CN3)nc(C)c2c1 | 1.1 | x | -2 | 128 | 6 | x | x | 2 | x
OC(C#CCN1CCCC1)c1ccccc1 (stereo unspecified) | 1 | -3 | -6 | 122 | -1 | 1 | -2 | 5[fluorescence artefact?] | -5
Nc1nnc(SCCN2C(=O)c3ccccc3C2=O)s1 | x | 8 | x | x | x | -8 | -2 | x | 3
Cc1ccc(S(=O)(=O)CCSc2nc(C)cc(C)c2C#N)cc1 | 1.1 | 2 | -3 | 102 | x | 0 | -1 | 1 | 9
O=C(NCCCCNC(=O)c1c(F)c(F)c(F)c(F)c1F)c1c(F)c(F)c(F)c(F)c1F | 1.1 | -4 | 1 | 119 | 0 | 4 | 0 | -4 | 2
Cn1c(=O)cc(SCC(=O)NCC2CCCO2)c2ccc(Cl)cc21 (stereo unspecified) | 1 | -3 | 50*[fluorescence artefact?] | 104[fluorescence artefact?] | 2 | 1 | x | 5[fluorescence artefact?] | x
Cc1ccc(NC(=O)C2CCCN(S(=O)(=O)c3cnc[nH]3)C2)c(Br)c1 (stereo unspecified) | 1.2 | -1 | 7 | 96[fluorescence artefact?] | 4 | 1 | -2 | -5 | 5
Cc1ccc(NC(=O)C(C)Sc2nnc(-c3cccnc3)n2-c2ccccc2)cc1 (stereo unspecified) | 1.3 | 1 | -3 | 100 | 2 | -1 | -2 | -5 | 12
CC(=O)Nc1ccc(-c2nnc(SCC(=O)n3c4c(c5ccccc53)CCCC4)n2C)cc1 | 1.1 | -6 | 10 | 256* | 5 | 12 | 89 | -15[fluorescence artefact?] | -12
COC(=O)c1cccc(NC(=O)c2nn(C)c(=O)c3ccccc23)c1 | 1 | x | 11 | 99 | 7 | x | 1 | 3 | -6
Cc1cccc(-n2c(SCC(=O)N3CCCC3)nc3n[nH]c(C)c3c2=N)c1 | 1.1 | 20 | -12 | 108 | 4 | -19 | x | 3 | x
CC(C)N(C)CCOC(=O)c1ccc2c(c1)OCCO2 | 1.4 | -8 | 12[fluorescence artefact?] | 108 | 6 | 11 | x | -4 | x
CCOc1ccc(CC2S/C(=N/c3ccccn3)NC2=O)cc1 (stereo unspecified) | 1.1 | 8 | 0 | 331* | 1 | -8 | -2 | -25[fluorescence artefact?] | -5
CN(C)CCOC(=O)C12CC3(C)CC(C)(CC(C)(C3)C1)C2 | 1.1 | -6 | 12[fluorescence artefact?] | 89 | 4 | 4 | -5 | -32 | 19
CCOC(=O)N1CCC(NC(=O)c2cc3cc4cc(OC)ccc4nc3o2)CC1 | 1.1 | -16 | 1 | 112[fluorescence artefact?] | 2 | 13 | -5 | 1 | -20
CC(C)c1nnc(NC(=O)CCC(=O)N2CCN(C3CCCCC3)CC2)s1 | 1.2 | 4 | 12 | 122 | 5 | -3 | 1 | -2 | 4
O=C(CN(Cc1ccco1)C(=O)CCC(=O)Nc1nccs1)NCc1ccccc1 | 1.2 | 0 | 2[fluorescence artefact?] | 115 | 11 | 3 | x | -1 | x
CCSc1nc2nn(-c3ccccc3)c(=O)c-2c2n1CCCCC2 | 1 | -6 | -4 | 117 | 4 | 9 | -1 | 5 | -2
CCCCCOP(=O)(OCCCCC)C1(NS(=O)(=O)c2ccccc2)C=CC(=O)c2ccccc21 (stereo unspecified) | 1.2 | 8 | -5 | 76 | 2 | -11 | -1 | 5 | 26
CCOc1ccc(C(O)Cn2c(=N)n(CCN3CCCCC3)c3ccccc32)cc1 (stereo unspecified) | 1.1 | 1 | -10 | 110 | 4 | 0 | -1 | -4 | 4
COc1ccc(CN2C(=O)c3cccnc3C2Nc2cc(Cl)ccc2OC)cc1 (stereo unspecified) | 1.1 | x | 4 | 357*[fluorescence artefact?] | 0 | x | 57 | -9[fluorescence artefact?] | -12
Cc1ccc2c(c1)N(CC(=O)NC1CCCCC1C)C(=O)CO2 (stereo unspecified) | 1.2 | x | -9 | 121 | 0 | x | -7 | -9 | 8
COc1ccccc1NC(=O)CN1CCN(CC(=O)Nc2ccc3c(c2)OCCO3)CC1 | 1.1 | 16 | x | x | x | -13 | -1 | x | 14
CCCCCCNc1c(C(=O)OCC)c(=O)[nH]c2ccccc12 | 1.2 | x | -5 | 68 | 6 | x | -3 | 23 | -6
CCSc1nnc(N)s1 | 1.1 | -6 | 2 | 112 | 10 | 3 | -1 | 3[fluorescence artefact?] | -2
Cc1nc2sc(C(c3cccc(F)c3)N3CCC(C)CC3)c(O)n2n1 (stereo unspecified) | 1.1 | 10 | 8 | 111 | 3 | -10 | -1 | -2 | 23
COc1ccccc1-n1c(SCC(=O)N2CCCCC2)nc2cccnc21 | 1.1 | 0 | -1 | 93 | 12 | -2 | -3 | 10 | -15

Sorted by number of heavy atoms (descending): 12 of the compounds above.
SMILES | MT1-MMP txn act | sEH inhibitor | Smad3 inh | ERa SRC1 pot | Candida biofilm | sEH activator | CD11b adhes enh | ERb SRC1 inh | Mac1 fbg inh
CCCCCOP(=O)(OCCCCC)C1(NS(=O)(=O)c2ccccc2)C=CC(=O)c2ccccc21 (stereo unspecified) | 1.2 | 8 | -5 | 76 | 2 | -11 | -1 | 5 | 26
CC(=O)Nc1ccc(-c2nnc(SCC(=O)n3c4c(c5ccccc53)CCCC4)n2C)cc1 | 1.1 | -6 | 10 | 256* | 5 | 12 | 89 | -15[fluorescence artefact?] | -12
COc1ccccc1NC(=O)CN1CCN(CC(=O)Nc2ccc3c(c2)OCCO3)CC1 | 1.1 | 16 | x | x | x | -13 | -1 | x | 14
O=C(CN(Cc1ccco1)C(=O)CCC(=O)Nc1nccs1)NCc1ccccc1 | 1.2 | 0 | 2[fluorescence artefact?] | 115 | 11 | 3 | x | -1 | x
COc1ccc(CN2C(=O)c3cccnc3C2Nc2cc(Cl)ccc2OC)cc1 (stereo unspecified) | 1.1 | x | 4 | 357*[fluorescence artefact?] | 0 | x | 57 | -9[fluorescence artefact?] | -12
COc1ccccc1-n1c(SCC(=O)N2CCCCC2)nc2cccnc21 | 1.1 | 0 | -1 | 93 | 12 | -2 | -3 | 10 | -15
COC(=O)c1cccc(NC(=O)c2nn(C)c(=O)c3ccccc23)c1 | 1 | x | 11 | 99 | 7 | x | 1 | 3 | -6
CCN=C1SC(CC(=O)Nc2ccccc2OCC)C(=O)N1CC (stereo unspecified) | 1.2 | 9 | -8 | 107 | 4 | -8 | 2 | -12 | 1
CCCCCCNc1c(C(=O)OCC)c(=O)[nH]c2ccccc12 | 1.2 | x | -5 | 68 | 6 | x | -3 | 23 | -6
CN(C)CCOC(=O)C12CC3(C)CC(C)(CC(C)(C3)C1)C2 | 1.1 | -6 | 12[fluorescence artefact?] | 89 | 4 | 4 | -5 | -32 | 19
O=C(CSCCO)Nc1ccc(C2CCCCC2)cc1 | 1.7 | x | 2 | 111 | 2 | x | -2 | -8 | -1
OC(C#CCN1CCCC1)c1ccccc1 (stereo unspecified) | 1 | -3 | -6 | 122 | -1 | 1 | -2 | 5[fluorescence artefact?] | -5
